TAAR1 antag = antagonists of human TAAR1; CHO RD-HGA16 TAAR1, Fluo-8 calcium fluorescence, antagonist; inhibition, % at 3 µM; actives 1.5% (n = 360,000); AID 624466;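 active = inhibition above a per-plate cutoff, the mean inhibition of test compounds on that plate plus 3 SD, cut at about 49% in these data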;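 also: 0% = DMSO plus EC80 beta-PEA response and 100% = DMSO alone without agonist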
Target sequence (Q96RJ0 whole entry, looked up): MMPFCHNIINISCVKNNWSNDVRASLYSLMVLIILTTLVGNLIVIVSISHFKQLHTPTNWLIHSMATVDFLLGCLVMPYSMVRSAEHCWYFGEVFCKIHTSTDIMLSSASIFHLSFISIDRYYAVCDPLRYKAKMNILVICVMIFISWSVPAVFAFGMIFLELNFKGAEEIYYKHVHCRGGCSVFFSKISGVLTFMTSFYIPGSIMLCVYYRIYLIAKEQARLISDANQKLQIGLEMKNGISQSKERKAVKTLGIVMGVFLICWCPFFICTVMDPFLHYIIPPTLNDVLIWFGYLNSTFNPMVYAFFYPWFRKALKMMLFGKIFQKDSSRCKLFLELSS
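Test system – hTAAR1-expressing CHO RD-HGA16 cells, Gα16-coupled · Reagent – β-PEA at EC80 concentration, post-compound challenge · Compound dosing – 3 µM, single point · Timing – 140 s kinetic read after compound, 140 s after agonist · Detection – Fluo-8 intracellular calcium dye fluorescence, real-time kinetic reads · Control set – DMSO and EC80 PEA controls · Repeats – n of 1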
TAAR1 ag = agonists of human TAAR1; Q96RJ0; CHO RD-HGA16 TAAR1, Fluo-8 calcium fluorescence; vehicle wells 0%, saturating PEA agonist 100%; activation, % at 3 µM; actives 0.99% (n = 360,000); AID 624467;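 active = activation above the mean activation of all test compounds in the run plus 3 SD, cut at about 38% in these data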
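Signal – calcium-sensitive Fluo-8 signal, excitation 470-495, emission 515-575 nm · System – RD-HGA16 (CHO) cells co-expressing Gα16 and hTAAR1 · Incubation – 17-24 h seeding, 75 min 37 °C dye, 30 min RT · Compound dosing – 3 µM single concentration · Repeats – no replicates (n 1)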
CHO-K1 Ca ag = counter-screen for M1 agonists: effect in parental CHO-K1 cells. actives 0.48% (n = 360,000). Fluo-8 calcium fluorescence; scaled to maximal ATP response, vehicle zero. activation, % at 3 µM; in the data active = activation above about 15%;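 also: untransfected CHO-K1 host cells lacking M1 receptor as counterscreen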
CHO-K1 Ca PAM = counter-screen for M1 PAMs: effect in parental CHO-K1 cells | ATP EC20, Fluo-8 calcium fluorescence; 0% at ATP EC20, 100% at ATP max | activation, % at 3 µM | actives 0.02% (n = 360,000);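 active = activation above the run cutoff, the mean activation of all test compounds plus 3 SD, cut at about 40% in these data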;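 also: peak over basal fluorescence ratio in a 140 s read after ATP addition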
OXTR potentiate = potentiates the human oxytocin receptor response | activation, % at 3 µM | actives 0.061% (n = 320,000) | CHO-OTR cells, Fluo-8 calcium fluorescence, potentiator mode; 0% = oxytocin EC15, 100% = EC100 | P30559;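 active = activation above that plate's cutoff, the mean activation of tested compounds plus 3 SD, cut at about 6.6% in these data, passing the limit was not always enough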;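 also: 100% uses oxytocin at 75 nM as the full agonist control; some results filed as inactive read as strong as hits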
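Material: human OTR in CHO cells. Compound: 3.0 µM, one dose. Timing: compound 6 min at room temperature before oxytocin, 100 s read. Evaluation: % activation of max/min ratio relative to oxytocin controls. Replication: single well per compound, singlicate. Signal: Fluo-8 calcium dye fluorescence.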
CHO-K1 Ca antag = M1 antagonist counterscreen hit in parental CHO-K1 cells. inhibition, % at 3 µM. actives 0.6% (n = 360,000). AID 602250. ATP-induced calcium, Fluo-8 fluorescence;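 active = inhibition above a per-plate cutoff, the plate's mean sample inhibition plus 3 SD, cut at about 24% in these data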;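 also: 0% = DMSO plus EC80 ATP and 100% = DMSO alone without ATP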
M1 antag = antagonists of human M1 muscarinic receptor; AID 588852; CHO-K1 hM1, Fluo-8 calcium fluorescence, ACh EC80 antagonist; P11229; actives 1.3% (n = 360,000); inhibition, % at 3 µM;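 active = percent inhibition above its own plate's cutoff, namely the mean of that plate's compound wells plus 3 SD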;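 also: peak over basal fluorescence ratio during 140 s after agonist addition; 0% = ACh EC80 plus DMSO and 100% = DMSO alone without agonist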
Target sequence (P11229 whole entry, looked up): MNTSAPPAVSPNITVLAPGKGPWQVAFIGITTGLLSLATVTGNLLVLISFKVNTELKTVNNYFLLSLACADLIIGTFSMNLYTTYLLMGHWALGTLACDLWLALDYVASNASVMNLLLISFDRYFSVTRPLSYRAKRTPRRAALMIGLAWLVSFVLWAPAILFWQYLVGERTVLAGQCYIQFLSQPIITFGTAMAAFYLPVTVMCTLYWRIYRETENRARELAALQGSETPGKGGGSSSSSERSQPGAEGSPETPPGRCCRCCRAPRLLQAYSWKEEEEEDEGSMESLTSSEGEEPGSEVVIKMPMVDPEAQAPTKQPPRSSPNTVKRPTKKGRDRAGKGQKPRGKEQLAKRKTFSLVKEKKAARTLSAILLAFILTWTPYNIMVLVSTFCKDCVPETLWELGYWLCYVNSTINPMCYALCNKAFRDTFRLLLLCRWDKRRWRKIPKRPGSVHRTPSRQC
CHO parental Ca = signal in parental CHO cells, OX1R antagonist counter-screen; parental CHO-K1, ATP-induced calcium, Fluo-8 fluorescence; AID 463079; actives 0.63% (n = 330,000); inhibition, % at 5.6 µM;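 active = inhibition above that plate's mean sample inhibition plus 3 SD, cut at about 26% in these data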;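 also: 0% = ATP-challenged DMSO wells and 100% = DMSO wells without ATP; some compounds past the cut are filed as inactive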
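Assay system: parental CHO cells; Read-out basis: percent inhibition of ATP-evoked calcium rise, normalized to controls; Benchmarks: ATP and no-ATP DMSO wells; Compound dosing: single nominal dose of 5.6 µM per compound; Signal: Fluo-8 calcium dye fluorescence; Also added: ATP as calcium-mobilizing challenge; Repeats: singlicate.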
M1 ag = agonists of human M1 muscarinic receptor. P11229. CHO-K1 hM1, Fluo-8 calcium fluorescence, agonist mode; 0% DMSO, 100% acetylcholine EC100. activation, % at 3 µM. actives 0.33% (n = 360,000). AID 588814;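 active = activation above the run's mean compound activation plus 3 SD, cut at about 16% in these data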;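 also: peak over basal fluorescence ratio within a 140 s kinetic read after compound addition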
* hit, by the source's call; nt = not tested or not shown.

SMILES | TAAR1 antag | TAAR1 ag | CHO-K1 Ca ag | CHO-K1 Ca PAM | OXTR potentiate | CHO-K1 Ca antag | M1 antag | CHO parental Ca | M1 ag
CCC(CC)NC(=O)COC(=O)c1ccc(OCC(=O)Nc2ccccc2OC)c(OC)c1 | 9.8 | 13.2 | 0.1 | 0.1 | 2.3 | 8.1 | 4.5 | -9.2 | -2.4
CC(=O)Nc1cccc(NC(=O)c2cc(Cl)ccc2Cl)c1 | -5.0 | 4.2 | 0.8 | 20.6 | -11.1 | -6.5 | -1.5 | -4.5 | -3.3
Cc1ccc(C(C(=O)NCCc2ccccc2)N(C(=O)c2csnn2)C2CC2)o1 (stereo not given) | -0.6 | 25.3 | 0.0 | -4.4 | -2.6 | 6.1 | 9.0 | -8.5 | 0.7
O=C(CNC(=O)Cc1ccccc1)NCC(=O)OCc1ccc(C(=O)c2ccccc2)cc1 | nt | nt | 9.4 | 9.1 | -7.9 | -11.5 | 2.1 | -11.9 | -2.9
Cc1ccc(CNS(=O)(=O)c2cn(C)cn2)cc1 | -4.3 | 7.3 | 0.8 | 13.9 | 2.0 | -15.5 | -24.1 | -14.6 | -0.6
CCn1ncc(C2=NOC(C(=O)N3CCN(c4ccccc4)CC3)C2)c1C (stereo not given) | nt | nt | 1.4 | 8.8 | -5.1 | -10.5 | -4.9 | -11.0 | -3.0
COc1cccc(CC(NC(C)=O)C(=O)NC2CCN(c3nnnn3-c3ccccc3)CC2)c1 (stereo not given) | 6.6 | 2.8 | 0.7 | 13.5 | -10.3 | -14.5 | -9.2 | -5.6 | -2.0
COC(=O)c1[nH]c2ccccc2c1Sc1ccccc1 | -17.0 | 0.4 | 0.3 | -18.0 | nt | -12.5 | 6.4 | nt | -6.7
CC(=O)Nc1ccc(-c2cn3cc(C)ccc3n2)cc1 | -0.8 | -1.5 | -0.2 | -8.9 | -6.1 | 18.1 | -0.6 | -5.5 | -1.7
COc1ccc(C(=O)OCc2cc(=O)oc3cc(C)ccc23)cc1S(=O)(=O)N1CCOCC1 | 3.5 | 4.4 | 0.8 | -4.5 | nt | -9.6 | -1.2 | nt | -6.1
O=C(O)CCCN1C(=O)C2C3C=CC(C2C1=O)C1C(=O)N(CCCC(=O)O)C(=O)C31 (stereo not given) | 0.7 | 0.9 | 1.1 | 13.3 | -0.2 | -5.0 | -19.3 | 5.2 | -1.1
N#CCCN(C(=O)COC(=O)C1CCN(c2ccc(C(F)(F)F)cn2)CC1)c1ccc(F)cc1 | 7.4 | 0.1 | 0.1 | -25.0 | -10.5 | 16.5 | 20.1 | -12.6 | -5.5
CCCCN(CCCC)C(=O)C1(P(=O)(c2ccccc2)c2ccccc2)CCC1 | -29.9 | 4.0 | -0.2 | 7.9 | -2.0 | 0.8 | -11.8 | -18.0 | -5.9
CC(C(=O)Nc1ccc(S(=O)(=O)N2CCCC2)cc1)N(C)CC(=O)Nc1cccc(F)c1 (stereo not given) | 21.6 | 8.0 | 0.8 | -5.2 | -4.4 | -5.9 | -1.9 | -24.9 | -6.5
COc1ccc(C2OCC(C)(C)CO2)cc1OC | -5.6 | -0.3 | 0.4 | 2.2 | nt | -12.5 | -3.1 | nt | -1.5
CN(C)Cc1cc(C(F)(F)F)ccc1C(O)(c1ccccc1)c1ccccc1 | 20.6 | 4.1 | 0.4 | -23.0 | nt | 8.2 | 101.4* | nt | -7.4
CC(C)(C)C(=O)Cn1ncc(Cl)c(Cl)c1=O | -8.8 | 11.0 | -0.4 | -6.5 | nt | 6.6 | 4.3 | nt | -5.7
COc1ccc(C(NC(N)=O)c2ccccc2)cc1 (stereo not given) | -6.0 | 5.2 | 0.5 | 5.1 | 4.4 | -8.7 | -21.1 | -1.6 | -4.6
NC(=O)CC(NC(=O)Cc1ccc(Br)cc1)c1ccc(NCCc2cccc(F)c2)c([N+](=O)[O-])c1 (stereo not given) | 1.2 | 7.6 | 0.0 | 2.3 | -12.0 | -1.1 | 5.2 | 6.8 | -3.1
CCOCCc1nnc(NC(=O)c2cccc(F)c2)s1 | -1.5 | 0.9 | 1.4 | 16.4 | -9.3 | -13.8 | -11.3 | -3.9 | -3.4
Cc1ccc(NC(=O)CSc2nnc(-c3ccccn3)n2N)cc1F | -14.5 | 32.2 | 0.8 | 9.1 | -6.8 | -5.8 | -1.2 | -12.4 | -0.8
O=C(CCC1COc2ccccc2O1)N1CCCC1 (stereo not given) | -14.8 | 1.1 | 0.1 | -2.7 | -4.5 | -2.7 | 1.6 | -16.5 | -3.0
CCOC(=O)c1cc(-c2ccc(OC)cc2F)nc2c1c(C)nn2CCC#N | 17.4 | 15.3 | 1.4 | 8.5 | -4.5 | -4.5 | 1.5 | -26.3 | -10.2
CCC1CO/C(=C(\C(Cl)=C(Cl)Cl)[N+](=O)[O-])N1 (stereo not given) | -18.7 | 7.4 | 1.8 | 12.0 | -10.8 | -0.7 | 2.0 | -7.8 | -12.3
CCn1c(Cn2nnc(-c3ccccc3)n2)nnc1SCC(=O)Nc1ccc(N(C)C)cc1 | 8.2 | 4.5 | 1.0 | -7.4 | -5.7 | -13.3 | 10.4 | -11.0 | -8.6
CC1CCCN(S(=O)(=O)c2ccc(C(=O)Nc3nnc(-c4ccccn4)o3)cc2)C1 (stereo not given) | -2.0 | 2.2 | -0.5 | -8.5 | -2.4 | 18.3 | -0.2 | -2.5 | -4.2
Cc1c(OCC(=O)N2CCC(C(N)=O)CC2)ccc2c3c(c(=O)oc12)CCC3 | 4.3 | 0.9 | 0.1 | -6.0 | 2.2 | 4.0 | -3.2 | -3.1 | -1.2
Nc1nonc1-n1nnc(C(=O)N/N=C/c2cccc(Cl)c2)c1CN1CCCCCC1 | -17.2 | 0.7 | -0.4 | 2.4 | -2.3 | -15.3 | 0.3 | -4.1 | -1.7
O=C(CSc1nnc(C2COc3ccccc3O2)o1)N1CCN(c2ccccc2)CC1 (stereo not given) | -17.3 | 1.4 | 0.1 | -6.6 | -2.9 | 2.2 | 0.0 | -8.7 | -2.5
C=CCOC(=O)C1=C[C@@H](c2ccc(C(F)(F)F)cc2)[C@H](CCCO)[C@@H](OCC)O1 | 6.0 | 6.8 | 0.0 | 13.5 | -8.9 | -9.0 | -1.4 | -16.0 | -4.2

Full records, looked up by structure. Order of values: TAAR1 antag | TAAR1 ag | CHO-K1 Ca ag | CHO-K1 Ca PAM | OXTR potentiate | CHO-K1 Ca antag | M1 antag | CHO parental Ca | M1 ag
O=C(CCC1COc2ccccc2O1)N1CCCC1 (stereo not given) in the list: -14.8 | 1.1 | 0.1 | -2.7 | -4.5 | -2.7 | 1.6 | -16.5 | -3.0
NC(=O)CC(NC(=O)Cc1ccc(Br)cc1)c1ccc(NCCc2cccc(F)c2)c([N+](=O)[O-])c1 (stereo not given) in the list: 1.2 | 7.6 | 0.0 | 2.3 | -12.0 | -1.1 | 5.2 | 6.8 | -3.1
CCn1c(Cn2nnc(-c3ccccc3)n2)nnc1SCC(=O)Nc1ccc(N(C)C)cc1 in the list: 8.2 | 4.5 | 1.0 | -7.4 | -5.7 | -13.3 | 10.4 | -11.0 | -8.6
COC(=O)c1[nH]c2ccccc2c1Sc1ccccc1 in the list: -17.0 | 0.4 | 0.3 | -18.0 | nt | -12.5 | 6.4 | nt | -6.7

The results go on:
SMILES | TAAR1 antag | TAAR1 ag | CHO-K1 Ca ag | CHO-K1 Ca PAM | OXTR potentiate | CHO-K1 Ca antag | M1 antag | CHO parental Ca | M1 ag
COc1ccc(CNC(=O)CSc2ncn[nH]2)cc1 | -6.0 | 9.3 | 1.5 | 25.2 | -13.7 | -12.6 | -2.5 | 9.7 | -1.7
C=CCNC(=O)c1cc2cccc(OC)c2oc1=O | -7.7 | 0.5 | 0.4 | -5.4 | -16.1 | -10.2 | -2.5 | -13.5 | -5.5
O=C(NC(=S)NC1CCS(=O)(=O)C1)c1ccccc1 (stereo not given) | 2.3 | 0.9 | 0.5 | 18.8 | 0.8 | -6.2 | -7.2 | 4.1 | -1.3
COc1ccc(N(CC(=O)NC2CCCC2)C(=O)c2csnn2)cc1 | -11.1 | 18.2 | -0.2 | -2.1 | 2.6 | 12.7 | 10.9 | -11.0 | -1.6
COc1cccc(-c2cnc(C(O)c3ccc(F)c(F)c3)[nH]2)c1 (stereo not given) | -10.4 | 1.8 | 1.2 | 7.0 | nt | 1.1 | -11.8 | nt | 0.7
CC(C)(C)NC(=O)NC(=O)COC(=O)c1ccco1 | 17.4 | 14.0 | 0.0 | -1.0 | -15.3 | 7.5 | -1.7 | 5.6 | -4.3
CS(=O)(=O)/C(C#N)=C/c1cccn1S(=O)(=O)c1cccc2ccccc12 | 42.8 | 8.8 | 3.6 | 9.9 | nt | -6.8 | -10.3 | nt | -1.5
CCNC(=O)C1(C)CCN(C(=O)c2c(F)ccc(C)c2F)C1 (stereo not given) | -8.9 | -0.2 | 0.5 | -1.5 | nt | 1.2 | -7.5 | nt | -2.7
CCOC(=O)CSC1=NC(=O)/C(=C\c2ccc(OC(C)=O)cc2)S1 | 9.5 | 3.4 | 1.1 | 15.2 | -1.3 | -12.6 | 0.8 | 2.8 | -2.2
Cn1cccc1Cc1nnc(SCC(=O)NCC2CCCO2)n1-c1ccc(F)cc1 (stereo not given) | -12.6 | 1.8 | 0.2 | 11.2 | -5.6 | -2.8 | -5.6 | 12.8 | -1.9
O=C(c1ccc(Cl)cc1)c1ccc(OCC(O)CN2CCCCC2)cc1 (stereo not given) | 6.5 | 7.7 | 1.6 | 5.3 | -16.8 | -0.8 | 10.1 | -16.7 | -3.8
COc1cccc(C(=O)OC(C)C(=O)NCC2CCCCC2)c1 (stereo not given) | -1.0 | 16.4 | 0.0 | -10.4 | -4.8 | -2.0 | 7.8 | -12.0 | -6.7
N/C(=N\OC(=O)CCC1CCCCC1)c1ccccn1 | 11.7 | 10.1 | 0.3 | 22.9 | -5.0 | -14.9 | -12.2 | -3.1 | -6.1
CCOC(=O)Cn1cc(/C=C/[N+](=O)[O-])c2ccccc21 | 4.2 | 12.2 | 2.1 | 17.8 | -1.5 | -7.8 | -5.5 | -15.0 | -4.2
CCOC(=O)c1cc2c(ccn2-c2ccc(F)cc2)n1CC(=O)N(CC)CC | -15.4 | 3.1 | -0.3 | 7.5 | -10.5 | -11.3 | -7.0 | -18.1 | -9.2
Cc1cccc(OCC(=O)NC(C)C(=O)N/N=C/c2c(OCc3ccccc3)ccc3ccccc23)c1 (stereo not given) | nt | nt | -0.6 | 13.9 | -7.0 | -9.7 | -0.7 | -6.4 | -6.1
